# S1P3 antag: antagonists of human S1P3 receptor; Q99500; 170,000 tested, 0.27% active; CHO S1P3 NFAT-BLA reporter, FRET fluorescence, antagonist mode; inhibition, % at 4.98 µM;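 active = inhibition above the plate cutoff, the mean inhibition of test wells on that plate plus 3 SD, cut at about 28% in these data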;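 also: cells challenged with S1P at its EC80 of 0.8 µM; blue over green emission ratio from cleaved BLA substrate after 4 h stimulation; 0% = S1P-stimulated wells and 100% = unstimulated DMSO-only wells; some compounds past the cut are filed as inactive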
# PPARg SRC2 recr: PPARgamma-driven SRC-2 recruitment agonism; PPARgamma LBD-SRC-2 recruitment, biochemical; activation, % at 8 µM; 200,000 tested, 0.34% active; AID 1032; in the data active = activation above about 22%;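 also: 0% = vehicle and 100% = reference agonist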
# ROMK primary: human ROMK K+ channel modulation, primary screen; Tet-inducible ROMK, thallium flux fluorescence; actives lie on both sides; B-score at 10 µM; 130,000 tested, 2% active; AID 1918; P48048;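 active = signal ratio slope over the read window, or its plate-corrected B-score, at least 3 SD from the plate mean, either direction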;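 also: B-score of the F/F0 ratio slope over 7 to 12 s after thallium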
# SRC2 TRFRET art: flags TR-FRET format artefacts in PPARgamma SRC-2 recruitment agonist screen; TR-FRET artefact counter-screen; stronger effect = higher value; TR-FRET ratio at 8 µM; 200,000 tested, 0.4% active; in the data active = TR-FRET ratio above about 2000; also: inactives centre near 1500; reference of the scale not given here
# PPARg SRC-1 ag: promotes SRC-1 coactivator recruitment by human PPARgamma | P37231 | PPARgamma-SRC-1 coactivator recruitment biochemical assay | activation, % at 8 µM | 200,000 tested, 0.41% active; in the data active = activation above about 19%;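 also: 0% = DMSO and 100% = reference agonist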
# PPARg SRC-3 ag: promotes SRC-3 coactivator recruitment by human PPARgamma. P37231. biochemical PPARgamma/SRC-3 coactivator recruitment assay. activation, % at 8 µM. 200,000 tested, 0.26% active. AID 731; in the data active = activation above about 23%;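 also: 0% = DMSO and 100% = reference agonist; some compounds past the cut are filed as inactive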
# TLR4-MyD88 BLA: TLR4-MyD88 interaction inhibition in cells. HeLa CL3-4 TLR4/MyD88 BLA complementation, FRET ratio. inhibition, % at 8.4 µM. AID 861. O00206+Q99836. 200,000 tested, 0.18% active; in the data active = inhibition above about 25%;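 also: 0% = vehicle and 100% = reference inhibitor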
# Target sequence (O00206 whole entry, looked up): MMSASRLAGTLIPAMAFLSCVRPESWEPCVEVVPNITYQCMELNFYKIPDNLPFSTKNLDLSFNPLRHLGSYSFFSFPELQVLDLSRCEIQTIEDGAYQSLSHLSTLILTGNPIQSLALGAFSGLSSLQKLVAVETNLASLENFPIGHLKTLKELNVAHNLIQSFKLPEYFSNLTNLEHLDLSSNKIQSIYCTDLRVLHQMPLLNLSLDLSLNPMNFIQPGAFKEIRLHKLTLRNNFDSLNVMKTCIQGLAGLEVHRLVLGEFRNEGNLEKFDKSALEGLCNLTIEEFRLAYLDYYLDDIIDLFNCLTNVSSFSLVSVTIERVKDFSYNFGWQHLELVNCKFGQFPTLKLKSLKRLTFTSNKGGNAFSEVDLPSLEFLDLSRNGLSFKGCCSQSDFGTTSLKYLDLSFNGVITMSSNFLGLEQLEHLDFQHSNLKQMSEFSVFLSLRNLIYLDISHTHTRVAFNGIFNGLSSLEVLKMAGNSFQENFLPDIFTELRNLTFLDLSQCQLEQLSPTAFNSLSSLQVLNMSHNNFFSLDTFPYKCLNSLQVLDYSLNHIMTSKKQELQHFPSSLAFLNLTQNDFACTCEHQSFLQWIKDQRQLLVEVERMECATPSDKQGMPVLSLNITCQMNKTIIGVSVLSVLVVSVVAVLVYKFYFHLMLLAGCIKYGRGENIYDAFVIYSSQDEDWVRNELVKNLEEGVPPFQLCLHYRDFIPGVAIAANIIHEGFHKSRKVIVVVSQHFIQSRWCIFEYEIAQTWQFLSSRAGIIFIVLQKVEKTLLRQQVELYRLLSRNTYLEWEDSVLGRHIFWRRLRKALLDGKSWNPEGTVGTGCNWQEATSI
# Target sequence (Q99836 whole entry, looked up): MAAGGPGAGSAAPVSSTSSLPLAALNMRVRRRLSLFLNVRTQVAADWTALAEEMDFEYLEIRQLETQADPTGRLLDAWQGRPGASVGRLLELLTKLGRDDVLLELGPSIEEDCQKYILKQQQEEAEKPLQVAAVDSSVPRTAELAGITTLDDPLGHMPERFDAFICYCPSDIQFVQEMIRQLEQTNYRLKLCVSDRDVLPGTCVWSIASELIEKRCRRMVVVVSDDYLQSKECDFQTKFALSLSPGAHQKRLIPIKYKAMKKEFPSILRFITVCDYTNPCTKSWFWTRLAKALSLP
# bIAP activator: increases bovine intestinal alkaline phosphatase activity. purified bovine IAP, CDP-star luminescence, 30 min; stronger effect = higher value; fold of DMSO-control signal, blank-subtracted. activation factor at 20 µM. 200,000 tested, 0.17% active. AID 1016;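 active = activation factor of 2 or more at 20 µM, a signal rise over negative controls twice the positive control's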
# bIAP inh: blocks bovine intestinal alkaline phosphatase activity; inhibition, % at 20 µM; AID 1019; 190,000 tested, under 10 active; purified bovine IAP, CDP-star luminescence, 30 min;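 active = over 50% inhibition of intestinal alkaline phosphatase at 20 µM in the single-dose screen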
#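 Assay system – bovine IAP enzyme · Quantity – bovine IAP at 1/65,000,000 final dilution · Detection – CDP-star luminescence signal · Times – 30 min reaction at room temperature · Also added – CDP-star substrate at 30 µM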
# DTT redox prof: compounds producing H2O2 with reducing agent – biochemical, NIH compound library profiling, artefact control for MLSCN library redox annotation, primary screen; AID 878; activation, % at 10 µM; DTT-dependent redox cycling H2O2, phenol red/HRP absorbance; 100% = 100 µM peroxide control, 0% = buffer; 200,000 tested, 0.03% active;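 active = activation of at least 50% relative to the plate's high and low controls in the primary single-dose screen; inactive = activation below 50%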;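 also: compound incubated with DTT at 0.8 mM final as the reducing agent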
# L major viab: inhibitors of Leishmania major promastigote growth; 200,000 tested, 9% active; Leishmania major promastigotes, resazurin fluorescence viability; inhibition, % at 10 µM; AID 1063; in the data active = inhibition above about 50%;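 also: promastigotes grown with compound for 44 hours at 28 °C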
# * marks the source's active call; other numbers are inactive results; / = not tested or not shown.
no.	smiles	S1P3 antag	PPARg SRC2 recr	ROMK primary	SRC2 TRFRET art	PPARg SRC-1 ag	PPARg SRC-3 ag	TLR4-MyD88 BLA	bIAP activator	bIAP inh	DTT redox prof	L major viab
1	Cn1c(CSc2nc3ccc(Br)cc3[nH]2)nc2ccccc21	26	1	/	1747	-6	-8	-9	1	3	-6.2	3
2	CCCCOc1ccc(NC2=NC3(CCCC3)N=C(N)N2)cc1	-31	41*	-1.5	2220*	7	2	2	1.8	-82	-0.4	10
3	Cc1noc2ncnc(N3CCN(c4cccc(Cl)c4)CC3)c12	-4	-2	-0.63	1466	-12	-1	-8	1	3	-1.4	12
4	CCOC(=O)c1ccc(N=C2C(=S)N(c3ccc(C(=O)OCC)cc3)C(=N)N2/N=C/c2ccccc2)cc1	/	10	0.39	1705	3	5	-8	1	0	0.8	100*
5	CC(C)CCn1c(CN2CCN(Cc3ccccc3)CC2)nc2c1c(=O)n(C)c(=O)n2C	-15	0	/	1482	-1	4	-2	1	-1	-2.9	37
6	O=C(c1ccccc1)n1nnc2ccccc21	/	-1	-1.2	1491	-3	8	9	1	4	0.2	-4
7	COc1cc(COCC(O)CN2CCc3ccccc3C2)cc(OC)c1OC (stereo not drawn)	7	-4	0.24	1484	-5	3	-14	1.1	-6	-0.5	32
8	Nc1nn(-c2ccccc2)c(N)c1N=Nc1ccccc1	-5	-1	3.1*	1528	6	2	17	0.8	17	0.4	10
9	CC1=C(C(=O)Nc2ccc(C)cc2)C(c2ccc(N(C)C)cc2)NC(=O)N1 (stereo not drawn)	14	9	0.67	1507	4	-13	4	0.8	24	-0.3	-2
10	CCN1C(=O)/C(=C\N2CCOCC2)SC1=S	/	17	-0.57	1552	0	9	3	1	3	-0.1	-5
11	Cc1nn(Cc2ccccc2)c(C)c1/C=N/NC(=O)c1cccnc1	1	-9	-0.48	1451	-4	4	0	1.1	-5	0.1	5
12	O=C1CCCC(=NCc2ccco2)C1	/	12	/	1657	10	5	-18	1	-1	-0.4	-2
13	CCOc1cc(CNCCO)cc(Br)c1OCc1cccs1	/	2	-1.8	1357	0	-7	-1	1	-3	-3.5	100*
14	O=C1CCN(S(=O)(=O)c2ccc(Cl)cc2)N1	/	5	/	1671	-6	-5	8	1.1	-7	1.7	-9
15	O=C(NN=C1CCCCCCCCCCC1)c1cccc(S(=O)(=O)N2CCOCC2)c1	-4	-4	-0.061	1565	-6	2	8	1.2	-20	-0.2	2
16	CCCCNC(=S)N1CCN(Cc2ccc3c(c2)OCO3)CC1	-8	-2	-1.2	1394	-10	-3	15	1.1	-12	-0.1	75*
17	CCOc1ccc2nc(NC(=O)C(CCSC)NS(=O)(=O)c3cccs3)sc2c1 (stereo not drawn)	/	-2	-0.65	1390	6	5	3	1.4	-38	0.0	39
18	CCOc1ccc(Br)cc1S(=O)(=O)Nc1ccc(Cl)c(S(=O)(=O)N(C)C)c1	-12	3	/	1621	-2	3	12	0.9	7	0.2	-2
19	N#CC(C(=O)Nc1cccc(Cl)c1)=C1Nc2ccccc2N1	12	-2	/	1530	5	3	-17	1	1	-0.3	-1
20	Cc1ccc(OCc2n[nH]c(=S)n2Cc2ccccc2)cc1	-5	-2	/	1351	-4	-2	-7	0.9	8	-0.3	-6
21	Cc1cccc(-c2noc(CCC(=O)NCc3ccco3)n2)c1	/	-4	-0.53	1405	2	-2	-4	0.9	6	0.2	-6
22	CCOC(=O)C1(C)/C(=N/Nc2ccccc2OC)C(=O)C(=O)N1c1ccccc1 (stereo not drawn)	2	-1	0.65	1817	0	0	-15	1	0	1.0	18
23	CCCc1ccc(Oc2cc(Cl)nc(N)n2)cc1	2	-9	/	1557	-1	-3	-2	1	-2	-0.3	16
24	CC(c1ccccc1)n1cc(C(=O)NCc2ccccn2)nn1 (stereo not drawn)	/	-9	1.3	1359	3	-7	-7	1	0	0.3	0
25	CC(CN1CCCCC1)OC(=O)c1ccc2c(c1)OCO2 (stereo not drawn)	-10	-1	/	1500	1	3	4	1	0	2.3	-1
26	C#CCOCCOCCOCCNc1nc(N2CCOCC2)nc(N2CCN(C(=O)[C@H]([C@@H](C)O)n3cc(CCCCN)nn3)CC2)n1	-12	13	-0.49	1555	4	0	-9	0.9	8	-0.6	-4
27	OC1CCCN(Cc2cccc3ccccc23)C1 (stereo not drawn)	15	1	0.17	1740	1	-1	7	0.9	8	-0.6	-5
28	COC(=O)c1c(NC(=O)/C=C/C(=O)O)sc(C)c1-c1ccc(C)cc1	0	5	0.11	1578	14	6	-3	0.9	11	-0.4	4
29	COCCCNc1nc2c(c(=O)n(C)c(=O)n2C)n1Cc1cccc(OC)c1	/	18	0.33	1837	2	7	4	1	2	1.2	-1
30	CC(=O)Nc1c2c3c(cccc3n(C)c1=O)C(=O)c1ccccc1-2	0	1	-1.6	1476	8	16	1	1	2	-6.3	7
31	CCOC(=O)C1(CC2CC2)CCN(Cc2cn[nH]c2-c2cccc(F)c2)CC1	9	5	-2.8	1450	-1	3	0	1	4	-0.9	25
32	O=C(COC(=O)c1cccnc1Cl)c1ccccc1	/	6	/	1603	2	-1	-13	1.1	-8	0.7	-1
33	COc1ccc(CSCC(=O)N/N=C/c2ccccc2O)cc1	13	11	-0.92	1688	7	6	-2	0.9	8	-0.7	68*
34	CN1CCN(C(=S)NC(=O)c2ccc(C(C)(C)C)cc2)CC1	-5	6	1	1494	8	1	-2	0.8	16	-0.3	-9
35	O=C(COC(=O)c1cccnc1Cl)c1ccc2c(c1)OCCO2	-9	1	0.018	1673	-5	-4	-2	1	-4	-0.9	-1
36	O=C(COC(=O)c1cccc(F)c1)Nc1cccnc1Cl	-16	11	0.56	1617	0	-2	-10	0.9	6	-0.9	-6
37	CC(C)(C)c1ccc(C(=O)N2CCC(C(=O)NCc3ccncc3)CC2)cc1	-10	4	/	1591	0	3	3	1.2	-21	0.6	-2
38	O=C(NC(=S)Nc1nc(-c2cccc3ccccc23)cs1)c1cc2ccccc2o1	-5	0	/	1456	5	-1	12	0.9	10	1.1	-2
39	CC(=O)OCP(C)(=O)COC(C)=O	-6	6	/	1576	5	11	-18	1	4	1.5	-5
40	C=CC[C@@H]1C=C[C@H](O/N=C/c2ccc(C(=O)N3[C@H](c4ccc(C)cc4)[C@@H](C)CC[C@H]3C(=O)OC)cc2)[C@@H](CO)O1	10	-3	0.47	1245	-5	-4	-6	1.2	-22	1.3	21
41	CSCc1c(C(=O)NC2CCCc3ccccc32)oc2ccccc12 (stereo not drawn)	/	4	0.014	1668	2	10	9	0.8	15	0.3	-4
42	O=C(O)COc1cnc2ccccc2n1	-17	6	0.0045	1695	-7	1	-2	0.8	18	-0.5	-6
43	CC(C)(C)NC(=O)/C=C/c1ccc(C(F)(F)F)cc1	-4	6	0.52	1550	2	-2	8	1	-4	-0.1	-2
44	COc1ccc(N=C2SC(C(N)=O)CC(=O)N2CCc2ccc(OC)c(OC)c2)cc1 (stereo not drawn)	/	-6	/	1511	4	5	-1	0.9	6	1.8	-6
45	O=C(NCCc1c[nH]c2ccccc12)/C(=C\c1cccnc1)NC(=O)c1cccs1	-1	-1	1.7	1671	1	-2	-3	1.1	-7	-0.2	-4
46	NCC(O)COc1ccc2c(c1)OCO2 (stereo not drawn)	-22	6	/	1613	2	2	0	0.9	13	1.0	-6
47	CC(=O)c1sc(NC(=O)c2ccccc2F)nc1C	-10	-3	/	1390	-6	-5	-9	0.9	6	-0.9	2
48	CNC(=S)N/N=C(\C)c1ccc2c(c1)OCCO2	5	4	-0.098	1579	-3	-5	-8	1	2	-0.3	-6
49	Cc1ccc(S(=O)(=O)N2CCN(C(=O)COC(=O)COc3ccccc3)CC2)cc1	-10	0	/	1713	6	6	-1	1	3	0.1	-1
50	Cc1cc(C)n(-c2cc(Cl)ccc2[N+](=O)[O-])n1	1	-3	0.87	1594	-11	3	-4	1.2	-24	0.7	0
51	CS(=O)(=O)N1CCN(C(=O)c2ccncc2)CC1	-29	2	0.94	1573	1	5	-6	1	0	-0.1	-5
52	CCCCCCCCCOC(=O)C[n+]1csc(CCO)c1C	/	6	/	1616	-2	3	2	0.8	23	2.8	98*
53	CCCN(CCC)c1nc2ccccc2nc1C(C#N)C(=O)OCCOC (stereo not drawn)	8	4	-1.2	1804	7	3	6	0.7	25	1.8	11
54	CCCCC(CCC(=O)Nc1nccs1)C(=O)O (stereo not drawn)	/	0	0.99	1395	-3	-4	7	0.8	19	1.0	4
55	O=c1cc(O)nc(-c2ccccc2)s1	12	-1	0.9	1461	5	6	2	1.2	-16	0.0	28
56	COc1ccc(C(C)N2CC34C=CC(O3)C(C(=O)OCC(C)C)C4C2=O)cc1 (stereo not drawn)	-41	6	/	1592	-1	5	2	1	2	-0.4	-10
57	CC(N=Cc1cccc(O)c1O)c1ccccc1 (stereo not drawn)	16	16	0.73	1526	8	1	1	0.8	17	-1.3	-1
58	COCCn1c(=O)[nH]c(=O)c2c1nc(-c1ccc(-c3ccc(Cl)cc3[N+](=O)[O-])o1)n2Cc1ccccc1	-7	13	-0.73	1686	1	6	-8	1.3	-26	0.2	25
59	CCOc1ccc(/C=N/NC(=O)c2cc(-c3ccco3)nc3ccccc23)cc1	6	4	0.17	1689	3	6	-15	1	-2	-0.5	7
60	O=C(COc1ccccc1[N+](=O)[O-])Nc1ccccc1N1CCCC1	-20	7	-0.03	1693	0	3	-6	0.9	7	0.0	5

# In another format: results already given.
46. NCC(O)COc1ccc2c(c1)OCO2 (stereo not drawn)
47. CC(=O)c1sc(NC(=O)c2ccccc2F)nc1C

assay / entry | 46 | 47
S1P3 antag | -22 | -10
PPARg SRC2 recr | 6 | -3
ROMK primary | / | /
SRC2 TRFRET art | 1613 | 1390
PPARg SRC-1 ag | 2 | -6
PPARg SRC-3 ag | 2 | -5
TLR4-MyD88 BLA | 0 | -9
bIAP activator | 0.9 | 0.9
bIAP inh | 13 | 6
DTT redox prof | 1.0 | -0.9
L major viab | -6 | 2

# Next part.
no.	smiles	S1P3 antag	PPARg SRC2 recr	ROMK primary	SRC2 TRFRET art	PPARg SRC-1 ag	PPARg SRC-3 ag	TLR4-MyD88 BLA	bIAP activator	bIAP inh	DTT redox prof	L major viab
61	CCn1ccnc1[C@@H]1C[C@H]2CN(Cc3ccccc3OC)C(=O)[C@]23CCCN13	-4	0	1.3	1584	9	0	13	1.1	-7	-1.3	-2
62	CC1CCN(c2cc(N3CCOCC3)c([N+](=O)[O-])cc2F)CC1	/	-9	/	1412	1	1	-13	0.8	23	1.6	0
63	CC(CCc1ccccc1)NC(=O)CN1C(=O)NC2(CCCCC2)C1=O (stereo not drawn)	-7	2	0.86	1665	-2	0	-5	1	-2	-1.8	8
64	COc1ccc(CCNC(=O)CCS(=O)(=O)c2ccc(C)cc2)cc1OC	/	-5	-0.74	1477	0	-3	7	1	3	0.7	10
65	Cc1cccc(NC(=O)Cc2nnc(NC(=O)Nc3ccccc3F)s2)c1	2	-8	2.1	1609	4	0	-6	1.1	-12	-0.3	-8
66	C=CCN(CC(=O)NCC1CCCO1)C(=O)CCC(=O)Nc1cc(C)on1 (stereo not drawn)	-17	9	-0.038	1397	-2	-12	9	1.1	-6	-0.3	-3
67	COc1cccc(CSc2nnnn2-c2ccc(O)cc2)c1	8	10	-0.67	1636	3	0	2	0.9	12	0.3	8

# Compound activity from PubChem.

# Compounds were not picked by outcome. Share with any hit: about 11%.
